XiGFP reactiv: reactivates the inactive X chromosome in mouse fibroblasts. XiGFP mouse fibroblasts, % GFP-positive cells imaging, 3 d; cells co-treated with 5-aza-dC sensitizer; scaled so ellipticine positive control = 100%. activation, % at 7.58 µM. AID 743238. 360,000 compounds, 0.055% hits;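 active = mean normalized replicate activation at least 10% and every replicate at or above 10%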;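 note: 0% = median of on-plate neutral control wells and 100% = ellipticine 6 µM median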
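Schedule: 3 d treatment, 15 min room-temperature fixation; system: 68-5-11 XiGFP fibroblast line; buffer or medium: DMEM plus 5-aza-dC sensitizer; control set: ellipticine 6 µM positive control; compound: one concentration, pinned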
ERp5 block: inhibitors of human ERp5; 350,000 compounds, 0.05% hits; ERp5 insulin aggregation, absorbance 650 nm, 90 min; inhibition, % at 9.99 µM; AID 651711;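 active = mean replicate inhibition above about 25%, with every replicate also reaching it, limit read from the data, passing the limit was not always enough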
Target sequence (Q15084 whole entry, looked up): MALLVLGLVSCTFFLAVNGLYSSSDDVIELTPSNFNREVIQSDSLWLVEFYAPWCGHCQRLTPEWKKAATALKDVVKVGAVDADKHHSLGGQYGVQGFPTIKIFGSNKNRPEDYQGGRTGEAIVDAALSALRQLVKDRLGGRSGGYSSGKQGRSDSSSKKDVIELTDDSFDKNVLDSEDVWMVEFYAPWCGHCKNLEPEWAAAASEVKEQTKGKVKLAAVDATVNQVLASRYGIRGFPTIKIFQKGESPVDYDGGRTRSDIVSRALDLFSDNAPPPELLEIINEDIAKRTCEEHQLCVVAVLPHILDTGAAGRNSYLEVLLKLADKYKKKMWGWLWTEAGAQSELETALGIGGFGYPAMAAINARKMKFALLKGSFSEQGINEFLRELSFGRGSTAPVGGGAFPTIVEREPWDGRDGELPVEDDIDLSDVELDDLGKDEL
RAD52 inh: blocks human RAD52 DNA annealing; AID 651710; recombinant RAD52 DNA annealing, FRET fluorescence; inhibition, % at 18.7 µM; P43351; 360,000 compounds, 0.46% hits;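 active = every replicate showing at least 50% inhibition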
Target sequence (P43351 whole entry, looked up): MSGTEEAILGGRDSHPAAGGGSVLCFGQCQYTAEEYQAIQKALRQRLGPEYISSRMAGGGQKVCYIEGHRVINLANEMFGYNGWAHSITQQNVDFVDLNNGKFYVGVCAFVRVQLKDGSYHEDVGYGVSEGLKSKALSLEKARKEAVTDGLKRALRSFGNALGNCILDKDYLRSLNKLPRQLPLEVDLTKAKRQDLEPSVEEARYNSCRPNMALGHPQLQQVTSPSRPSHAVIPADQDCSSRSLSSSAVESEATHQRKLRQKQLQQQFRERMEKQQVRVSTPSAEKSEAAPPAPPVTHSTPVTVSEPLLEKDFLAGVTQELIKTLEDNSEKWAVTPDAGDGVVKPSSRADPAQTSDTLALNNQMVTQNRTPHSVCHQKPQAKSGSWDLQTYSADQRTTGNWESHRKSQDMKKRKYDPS
RAD54 inh: inhibitors of human RAD54 branch migration; Q92698; RAD54 Holliday junction branch migration, FAM/BHQ fluorescence; inhibition, % at 10.4 µM; 360,000 compounds, 0.14% hits; AID 602329;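 active = mean normalized replicate activity at least 40 and at least half of replicates scoring 40 or more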;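 note: 0% = median of neutral control wells and 100% = median of positive control wells; inhibitors cause a drop in the FAM fluorescence signal; in these data hits start at about 50%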
esBAF inh: SWI/SNF esBAF complex inhibition. mouse ES cells, Bmi1-luciferase knock-in reporter, 24 h; 100% = twice the neutral-well signal. reporter increase, % at 12.5 µM. 350,000 compounds, 2% hits. AID 602393; in the data active = activation above about 40%;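 note: 0% = median of the plate's neutral control wells and 100% = double that signal; a rise in the Bmi1 reporter signal indicates esBAF inhibition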
E-sel inducer: induces E-selectin expression in human endothelial cells; HUVEC E-selectin immunofluorescence imaging; normalized: neutral wells 0, TNF-alpha wells 100; 260,000 compounds, 0.37% hits; activation, % at 7.58 µM; P16581;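 active = mean E-selectin-positive cell signal at least 10% of the positive control, reached in at least 60% of replicates, without over 20% cell loss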;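 note: in these data hits start at about 27%; measured in HUVEC primary endothelial cells; signal is the percent of cells scored E-selectin positive by PE staining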
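System: HUVEC, human umbilical vein endothelial cells; quantity: 3,000 cells/well; buffer or medium: EGM-2 medium, gelatin-coated wells; dosing: single-point compound dose; detection: immunofluorescence imaging; evaluation: % PE-positive cells; benchmarks: TNF-alpha, DMSO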
ERAP1 HTS inh: blocks human ERAP1 aminopeptidase activity. inhibition, % at 10.7 µM. recombinant ERAP1, Leu-AMC fluorescence, 60 min. 340,000 compounds, 0.15% hits. Q9NZ08. AID 652197;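 active = mean replicate inhibition of at least 30%, or all replicates individually reaching that 30% level; inactive = mean below 30% and not every replicate reaching it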;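 note: 0% = neutral control wells and 100% = L-leucinethiol positive control wells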
S100A4 inh HTS: blocks human S100A4 binding to myosin IIA peptide | P26447 | S100A4/TAMRA-MyoIIA peptide fluorescence polarization | inhibition, % at 10.7 µM | 360,000 compounds, 0.14% hits;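 active = mean inhibition of at least 70% across replicates, with every replicate also reaching that level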
Target sequence (P26447 whole entry, looked up): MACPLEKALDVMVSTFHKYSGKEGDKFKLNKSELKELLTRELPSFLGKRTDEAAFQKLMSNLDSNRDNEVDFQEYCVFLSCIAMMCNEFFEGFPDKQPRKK
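assay system = human S100A4 monomer with TAMRA-labelled myosin IIA peptide | also added = labelled myosin peptide probe, 5 nM | incubation = 5 min between mix addition and reading | control set = DMSO and TFP controls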
Starred values were filed as active, the others as inactive; i = inactive; . = no result given; & = joins results of further samples.

structure | XiGFP reactiv | ERp5 block | RAD52 inh | RAD54 inh | esBAF inh | E-sel inducer | ERAP1 HTS inh | S100A4 inh HTS
O=C(OC(C(=O)NCc1ccccc1)c1ccccc1)c1ccco1 (configuration not stated) | 0.3 | 3 | -7 | 10 | 13 | -0.1 | 6 | 0
CCOC(=O)c1c(-c2ccccc2)cn2c(C)cc(C)nc12 | 0.1 | -1 | -4 | -2 | 63* | . | 19 | -5
CC(NC(=O)C1CCC(C(C)(C)C)CC1)C(c1ccccc1)N1CCOCC1 (configuration not stated) | 0.2 | 4 | -21 | -2 | 2 | . | 1 | -3
COc1ccc(NC2CCCN(C(=O)c3ccc(C)nc3)C2)cc1 (configuration not stated) | 0.3 | -11 | -8 | 1 | -2 | 0.0 | 1 | -7
O=C1C2C(c3cccc(/C=C/c4ccccc4)c3)CC=CC2C(c2ccc(C(F)(F)F)cc2)N1Cc1ccccc1 (configuration not stated) | 0.0 | 0 | -15 | -7 | 21 | -0.1 | 1 | 15
O=C(O)C1CCCCC1C(=O)NCCCN1CCCC1=O (configuration not stated) | 0.0 | -2 | -7 | 0 | -4 | . | -1 | 2
CCCCCCCCN1C(=O)[C@H](CC(=O)NCc2cccc3ccccc23)C[C@@]2(C(=O)OCC)CCC=C12 | 0.0 | -3 | -19 | . | . | 0.1 | . | -7
CCC(C)(C)n1nnnc1C(C(C)C)N1CCN(C(=O)c2ccco2)CC1 (configuration not stated) | 0.5 | -3 | -13 | 7 | -2 | . | -5 | -1
C[C@@H]1CN([C@H](C)CO)C(=O)c2cc(NC(=O)C3CCCCC3)ccc2O[C@@H](C)CCCCO[C@H]1CN(C)Cc1ccncc1 | 0.3 | -1 | -10 | -12 | 1 | -0.2 | 1 | 13
O=S(=O)(N[C@@H]1CC[C@H](CCn2cc(-c3cccnc3)nn2)O[C@H]1CO)c1ccccc1 | -0.3 | -5 | -7 | -10 | -2 | -1.4 | -3 | -3
CC1(C)S[C@@H]2[C@H](NC(=O)[C@H](N)c3ccccc3)C(=O)N2[C@H]1C(=O)OC1OC(=O)c2ccccc21 (some centres not stated) | 0.0 | 0 | -32 | 2 | -8 | 0.0 | -3 | 1
CCOc1cc(C(=O)N/N=C(\C)Cc2ccc(OC)cc2)cc(OCC)c1OCC | -0.5 | -4 | 1 | -11 | -3 | -2.4 | 0 | -2
CN1CCS/C1=C/C=C1\SC(=S)N(CC(=O)O)C1=O | 0.4 | 2 | i | -253 | -11 | 0.0 | 8 | -16
C[C@@H]1CN([C@@H](C)CO)C(=O)c2cccc(NC(=O)C3CC3)c2O[C@@H]1CN(C)CC1CC1 | -0.1 | 2 | -21 | 4 | -1 | -2.8 | 1 | -18
Cc1ccc(S(=O)(=O)N2CCCCC2)cc1C(=O)NCc1ccncc1 | 0.3 | 2 | -7 | -4 | -2 | . | 4 | 1

Continuation.
structure | XiGFP reactiv | ERp5 block | RAD52 inh | RAD54 inh | esBAF inh | E-sel inducer | ERAP1 HTS inh | S100A4 inh HTS
C=CCOc1ccc(CN(C)C(=O)C2CCCO2)cc1 (configuration not stated) | 0.5 | -3 | -7 | -3 | 10 | . | -5 | -3
Cc1cccc(NC(=O)Cn2nc(-c3ccco3)ccc2=O)c1C | 0.0 | 5 | -13 | 6 | 1 | . | -3 | 2
O=C(NCC1CC1)[C@H]1[C@H](CO)[C@H]2Cn3c(ccc(-c4ccccc4F)c3=O)[C@@H]1N2Cc1ccncc1 | 0.0 | 1 | -20 | -1 | 1 | -0.2 | 0 | -6
Cc1ccc(S(=O)(=O)Nc2ccc3c(c2)C(=O)N([C@@H](C)CO)C[C@@H](C)[C@@H](CN(C)S(=O)(=O)c2c(C)noc2C)OCCCC[C@@H](C)O3)cc1 | 0.2 | 3 | -45 | -8 | -5 | . | -1 | -1
Nc1ccc(S(=O)(=O)NNC(=O)C(=O)NNc2ccccn2)cc1 | . | 7 | -21 | -7 | -2 | . | 2 | -2
O=C(NC(=S)NCc1cccnc1)c1ccccc1F | 0.2 | -1 | -10 | 1 | -7 | 0.6 | 4 | -1
O=C(C[C@@H]1CC[C@H](NS(=O)(=O)c2ccccc2)[C@H](CO)O1)N1CCc2ccccc2C1 | -0.1 | 1 | -7 | 7 | 1 | 0.0 | -1 | 2
COc1cc(/C=C2\SC(=S)N(CC(=O)Nc3cccnc3)C2=O)cc(OC)c1OC | 0.0 | 3 | -100 | . | -6 | . | 10 | -3
CCNC(=O)/C(C#N)=C/c1c(N2CCN(C)CC2)nc2c(C)cccn2c1=O | 0.1 | 2 | -2 | 3 | 12 | . | 3 | -9
O=C(COC(=O)c1cc(C(F)(F)F)cc(C(F)(F)F)c1)NCc1ccc(Cl)cc1 | 0.1 | -6 | -23 | 2 | -7 | 1.4 | -1 | 0
CCCCNC(=S)NCc1ccc2[nH]c3c(c2c1)CCCC3 | 0.0 | -9 | -12 | 0 | -15 | 0.0 | 3 | 1
O=C(Nc1cccc(-c2nc3ncccc3o2)c1)c1ccccc1 | 0.0 | 5 | -5 | -8 | 6 | . | -1 | -3
CN(C)C(=O)[C@H]1[C@H](CO)[C@H]2Cn3c(ccc(-c4ccccc4)c3=O)[C@@H]1N2Cc1ccccn1 | -0.1 | -2 | -17 | -11 | -4 | -0.1 | -2 | 30
CC(C)C#Cc1ccc2c(c1)O[C@H](CN(C)C(=O)c1ccccn1)[C@@H](C)CN([C@@H](C)CO)S2(=O)=O | 0.5 | -5 | 13 | 2 | 3 | 0.1 | 3 | 0
COc1cccc(CNc2nc(-c3cccnc3)nc3ccccc23)c1 | -0.1 | -16 | -26 | -5 | -6 | 3.6 | -3 | -2

Continued.
structure | XiGFP reactiv | ERp5 block | RAD52 inh | RAD54 inh | esBAF inh | E-sel inducer | ERAP1 HTS inh | S100A4 inh HTS
CCCCn1c(SCC(=O)NCc2ccc(OC)c(C(=O)O)c2)nc2cc(S(N)(=O)=O)ccc21 | 0.0 | 2 | 6 | -7 | -6 | -0.2 | 4 | -6
CC(=O)Nc1ccc(S(=O)(=O)N(C)CC(=O)OC(C)C(=O)NC2CCCCC2)cc1 (configuration not stated) | 0.0 | -3 | -11 | -5 | -2 | -0.2 | 1 | 0
C/C(=N/NC(=O)c1ccc2c(c1)OCCO2)c1ccc([N+](=O)[O-])cc1 | 0.1 | -3 | -8 | -9 | 26 | -0.2 | -2 | 4
C[C@@H]1CN([C@H](C)CO)C(=O)Cc2cc(NC(=O)Cc3cn(C)c4ccccc34)ccc2O[C@H]1CN(C)C(=O)Nc1ccc(C(F)(F)F)cc1 | -1.1 | -7 | -16 | -4 | 2 | 0.0 | 1 | -12
Cc1cccc(NC(=O)c2sc3nc(-c4ccccc4)cn3c2C)n1 | . | -2 | -35 | 1 | 51* | . | -1 | -1
CCOC(=O)C1=C2c3cc(OC)c(OC)cc3CC(C)(C)N2C(=O)C1=O | 0.0 | -2 | -18 | 8 | . | -1.7 | 2 | -5
CC(=O)N1CCCc2cc(S(=O)(=O)NC(C(=O)NC3CCCCC3)C(C)C)ccc21 (configuration not stated) | -0.1 | -15 | -20 | . | 5 | 4.3 | -3 | -15
O=C(O)Cc1ccc(NC(=O)c2ccc3c(c2)C(=O)N(Cc2ccco2)C3=O)cc1 | 0.2 | 3 | -25 | -1 | -7 | -0.5 | -3 | 2
CCc1cc(C(=O)O)c(NC(=O)/C=C/c2ccc(OC)cc2)s1 | 0.3 | -2 | -4 | -14 | . | 0.7 | . | 1
CCCCNc1c(-c2ccc(OC)c(SC(C)CC)c2)nc2ccc(C)cn12 (configuration not stated) | 0.1&-0.1 | 5&3 | -12&-21 | 2 | -30 | 0.3&0.0 | -2&1 | -13&-3
CCOc1ccc2[nH]c3c(N4CCN(C(=O)c5ccco5)CC4)ncnc3c2c1 | 0.4 | -11 | 25 | -4 | . | 6.9 | 1 | -21
Cc1ccc(C(=O)N(CC(=O)NC2CCCCC2)c2ccccc2C)s1 | . | 2 | -1 | -1 | -7 | . | -1 | 0
CCN1C[C@@H]2[C@@H]3C(=O)N(Cc4ccccc4)C(=O)[C@@H]3[C@](Cc3ccccc3)(C1=O)N2C(=O)c1ccc(C(F)(F)F)cc1 | 0.0 | -5 | -17 | -1 | -2 | 0.0 | -7 | 0
CCCC#Cc1ccc2c(c1)O[C@H](CN(C)CC1CCOCC1)[C@@H](C)CN([C@H](C)CO)S2(=O)=O | 0.1 | 0 | 4 | -2 | -8 | -0.1 | -1 | -4
CCCNC(=O)N(C)C[C@@H]1Oc2ncc(-c3ccccc3F)cc2C(=O)N([C@@H](C)CO)C[C@H]1C | 0.3 | -3 | 3 | 2 | 2 | 0.1 | 2 | 6

Later entries:
structure | XiGFP reactiv | ERp5 block | RAD52 inh | RAD54 inh | esBAF inh | E-sel inducer | ERAP1 HTS inh | S100A4 inh HTS
CN(CC(=O)N1CCN(C2CCCCC2)CC1)S(=O)(=O)c1cccc2nsnc12 | . | -1 | 3 | 4 | 2 | . | -3 | -3
C[C@H](CO)N1C[C@H](C)[C@H](CN(C)C(=O)Nc2ccccc2)Oc2ccc(NC(=O)CCC(F)(F)F)cc2C1=O | 0.7 | -4 | 21 | -12 | -4 | 0.0 | -1 | 3
COCC(C)n1c(SCC(=O)NC(=O)NC2CCCC2)nc2ccccc2c1=O (configuration not stated) | -0.1 | -4 | -23 | -1 | 10 | 0.2 | 3 | 3
CCN(C(=O)COC(=O)CCCc1c[nH]c2ccccc12)c1c(N)n(Cc2ccccc2)c(=O)[nH]c1=O | 0.0 | 0 | -1 | -15 | -3 | -0.1 | 0 | -6
CN(CCOc1ccc(Cl)cc1)C(=O)c1cc(S(=O)(=O)N2CCOCC2)ccc1N1CCCC1 | 0.1 | -4 | -1 | 4 | 14 | -0.1 | 2 | 3
COCCNC(=O)COC(=O)c1ccc(OCC(=O)Nc2ccccc2OC)c(OC)c1 | 0.1 | -1 | -6 | . | . | -0.1 | 1 | -2

Molecules listed so far that contain fluorine:
structure | XiGFP reactiv | ERp5 block | RAD52 inh | RAD54 inh | esBAF inh | E-sel inducer | ERAP1 HTS inh | S100A4 inh HTS
O=C1C2C(c3cccc(/C=C/c4ccccc4)c3)CC=CC2C(c2ccc(C(F)(F)F)cc2)N1Cc1ccccc1 (configuration not stated) | 0.0 | 0 | -15 | -7 | 21 | -0.1 | 1 | 15
O=C(NCC1CC1)[C@H]1[C@H](CO)[C@H]2Cn3c(ccc(-c4ccccc4F)c3=O)[C@@H]1N2Cc1ccncc1 | 0.0 | 1 | -20 | -1 | 1 | -0.2 | 0 | -6
O=C(NC(=S)NCc1cccnc1)c1ccccc1F | 0.2 | -1 | -10 | 1 | -7 | 0.6 | 4 | -1
O=C(COC(=O)c1cc(C(F)(F)F)cc(C(F)(F)F)c1)NCc1ccc(Cl)cc1 | 0.1 | -6 | -23 | 2 | -7 | 1.4 | -1 | 0
C[C@@H]1CN([C@H](C)CO)C(=O)Cc2cc(NC(=O)Cc3cn(C)c4ccccc34)ccc2O[C@H]1CN(C)C(=O)Nc1ccc(C(F)(F)F)cc1 | -1.1 | -7 | -16 | -4 | 2 | 0.0 | 1 | -12
CCN1C[C@@H]2[C@@H]3C(=O)N(Cc4ccccc4)C(=O)[C@@H]3[C@](Cc3ccccc3)(C1=O)N2C(=O)c1ccc(C(F)(F)F)cc1 | 0.0 | -5 | -17 | -1 | -2 | 0.0 | -7 | 0
CCCNC(=O)N(C)C[C@@H]1Oc2ncc(-c3ccccc3F)cc2C(=O)N([C@@H](C)CO)C[C@H]1C | 0.3 | -3 | 3 | 2 | 2 | 0.1 | 2 | 6
C[C@H](CO)N1C[C@H](C)[C@H](CN(C)C(=O)Nc2ccccc2)Oc2ccc(NC(=O)CCC(F)(F)F)cc2C1=O | 0.7 | -4 | 21 | -12 | -4 | 0.0 | -1 | 3

Bioassay records as filed in PubChem BioAssay.
